High-throughput results: PubChem BioAssay, several laboratories
DUSP3 inh: DUSP3 (human) phosphatase inhibition. recombinant VHR phosphatase, pNPP absorbance. 0.52% of 290,000 active. inhibition, % at 13.3 µM. P51452; in the data active means inhibition above about 50%; further: some compounds called inactive have numbers as strong as hits
Target sequence (P51452 whole entry, looked up): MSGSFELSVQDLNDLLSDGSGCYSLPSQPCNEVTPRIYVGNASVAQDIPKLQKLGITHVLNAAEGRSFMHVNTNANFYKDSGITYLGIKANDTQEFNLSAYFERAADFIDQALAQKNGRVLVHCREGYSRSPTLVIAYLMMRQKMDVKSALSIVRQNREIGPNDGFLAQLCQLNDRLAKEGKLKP
MazEF act: increases E. coli MazEF RNase cleavage of RNA | FAM/BHQ RNA-DNA oligo cleavage fluorescence, 5 h | activation, % at 20 µM | 0.32% of 350,000 active | AID 504720; in the data active means activation above about 50%
Target sequence (P0AE70 whole entry, looked up): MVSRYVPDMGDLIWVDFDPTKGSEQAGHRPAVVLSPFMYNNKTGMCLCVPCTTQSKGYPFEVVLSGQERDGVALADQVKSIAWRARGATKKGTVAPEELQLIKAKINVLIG
Rv3671c protease: inhibits the M. tuberculosis serine protease Rv3671c; 0.048% of 320,000 active; inhibition, % at 5.96 µM; P9WHR9; in the data active means inhibition above about 38%;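 further: extracellular domain of Rv3671c used as enzyme; 0% = enzyme with DMSO and 100% = no enzyme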
Target sequence (P9WHR9 whole entry, looked up, the tested form may be a part): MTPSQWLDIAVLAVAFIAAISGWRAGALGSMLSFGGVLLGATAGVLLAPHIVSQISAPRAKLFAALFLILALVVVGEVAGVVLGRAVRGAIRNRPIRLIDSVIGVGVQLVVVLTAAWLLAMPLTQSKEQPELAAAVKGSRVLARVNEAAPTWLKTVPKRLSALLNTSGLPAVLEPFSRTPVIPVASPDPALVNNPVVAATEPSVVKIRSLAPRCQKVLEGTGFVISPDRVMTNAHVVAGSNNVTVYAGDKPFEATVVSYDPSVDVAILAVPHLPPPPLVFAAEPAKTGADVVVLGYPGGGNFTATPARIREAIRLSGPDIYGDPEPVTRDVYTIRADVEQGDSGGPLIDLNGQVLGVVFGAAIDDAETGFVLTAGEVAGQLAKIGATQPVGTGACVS
SARS 3CLpro inh: SARS-CoV 3CLpro protease inhibition. 0.14% of 290,000 active. P0C6X7. inhibition, % at 6 µM. recombinant SARS-CoV 3CLpro, quenched FRET peptide cleavage; in the data active means inhibition above about 12%
SSB-PriA inh: inhibitors of Klebsiella pneumoniae PriA binding to SSB C-terminal tail | AlphaScreen SSBct-PriA binding, biotinylated peptide | inhibition, % at 33 µM | 0.6% of 430,000 active | AID 1272365; in the data active means inhibition mostly above about 37%, no sharp cut-off; inactive means mostly below about 20%;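 further: plate controls were negative control peptide for no effect and reference peptide for full effect; strong numbers were not always called active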
Y pestis TopoI: inhibitors of Yersinia pestis topoisomerase I. activity, % at 10 µM. 0.064% of 360,000 active. Y. pestis Topo-I cleavage product accumulation, plate reader. AID 504884; in the data active means activity above about 50%, passing the limit was not always enough; further: inactives centre near 2
BH1578 lux ind: inducers of Vibrio cholerae quorum light production without autoinducers | V. cholerae BH1578 lux reporter, luminescence, 6 h | activation, % at 18.7 µM | 0.16% of 350,000 active | AID 588436; in the data active means activation mostly above about 9.7%, no sharp cut-off; further: not every result past the cut was called active; inactives centre near 0; reference of the scale not given here
CCHFV vOTU inh: blocks the CCHF virus ovarian tumor domain protease; 0.55% of 370,000 active; AID 651958; inhibition, % at 11.5 µM; CCHFV vOTU protease, Pep-AMC fluorescence; in the data active means inhibition above about 30%; further: 0% = vehicle wells with enzyme and 100% = no enzyme wells
PrPC TRFRET: reduces human prion protein on the cell surface | P04156 | cell surface PrPC, TR-FRET read-out | inhibition, % at 13.8 µM | 0.43% of 370,000 active | AID 720596; in the data active means inhibition above about 24%; further: 0% = median of the test wells and 100% = reference compound wells
TcdB GH inh: blocks C. difficile toxin B glycohydrolase activity; P18177; TcdB glycohydrolase enzymatic assay, plate reader; inhibition, % at 9.99 µM; 0.24% of 350,000 active; AID 652162; in the data active means inhibition above about 10%
Numbers without * were called inactive; & = joins results of further samples.

COc1ccc(C(=O)NCC(=O)OCC(=O)Nc2ncc(Cl)cc2Cl)cc1[N+](=O)[O-] was read as MazEF act 3, Rv3671c protease 1, SSB-PriA inh 4, Y pestis TopoI -5, BH1578 lux ind inactive, CCHFV vOTU inh 5, PrPC TRFRET -3 and TcdB GH inh -0.6.
C=CCC1(O)CC(c2ccco2)NC(c2ccco2)C1CCC (stereo unspecified) was read as DUSP3 inh 8, MazEF act 3, Rv3671c protease -3, SARS 3CLpro inh 5, SSB-PriA inh -2, Y pestis TopoI 0, BH1578 lux ind -0.7, CCHFV vOTU inh -1 and PrPC TRFRET -1.
For COc1cc(NCCCn2ccc(NC(=O)OCc3ccccc3)nc2=O)cc(OC)c1OC the results were MazEF act 10, SSB-PriA inh 9, Y pestis TopoI 13, BH1578 lux ind inactive, CCHFV vOTU inh 15, PrPC TRFRET -4 and TcdB GH inh -7.0.
Screening O=C(NCc1cccnc1)c1cc(Sc2ccc(F)cc2F)nc2ccccc12 returned DUSP3 inh 13, MazEF act 5, Rv3671c protease 7, SARS 3CLpro inh 7, SSB-PriA inh -12, Y pestis TopoI -5, BH1578 lux ind inactive, CCHFV vOTU inh -1, PrPC TRFRET -4 and TcdB GH inh 1.0.
For NC(=O)c1ccccc1OCC(=O)Nc1ccc2c(c1)OCCO2 the results were MazEF act -16, SSB-PriA inh 1, Y pestis TopoI -5, BH1578 lux ind 1.6, CCHFV vOTU inh 17, PrPC TRFRET 3 and TcdB GH inh -2.2.
`Cc1ccc(C(=O)N=c2sccn2C)o1` gave DUSP3 inh 14, MazEF act 4, Rv3671c protease -4, SARS 3CLpro inh -4, SSB-PriA inh -2, Y pestis TopoI 0, BH1578 lux ind inactive, CCHFV vOTU inh 7, PrPC TRFRET -4 and TcdB GH inh -0.7.
For COc1ccc(OC)c2sc(NC(=O)C3COc4ccccc4O3)nc12 (stereo unspecified) the results were MazEF act 1, Rv3671c protease 0, SARS 3CLpro inh 4, SSB-PriA inh 20, Y pestis TopoI -20, BH1578 lux ind -0.1, CCHFV vOTU inh 8, PrPC TRFRET 21 and TcdB GH inh 0.6.
CC1CCc2c(sc3ncn(Cc4ccc(C(=O)O)cc4)c(=O)c23)C1 (stereo unspecified) was read as DUSP3 inh -8, MazEF act 4, Rv3671c protease 1, SARS 3CLpro inh -4, SSB-PriA inh -11, Y pestis TopoI 3, BH1578 lux ind -0.2, CCHFV vOTU inh 3, PrPC TRFRET 2 and TcdB GH inh -1.8.
For COc1ccc(C(=O)CCC(=O)NCCc2ccccc2F)cc1 the results were DUSP3 inh 17, MazEF act -4, Rv3671c protease 5, SARS 3CLpro inh 2, SSB-PriA inh -8, Y pestis TopoI 3, BH1578 lux ind inactive, CCHFV vOTU inh 7, PrPC TRFRET -1 and TcdB GH inh 0.8.
COc1cc(-c2nnc3sc(Cc4ccccc4)nn23)cc(OC)c1OC was read as DUSP3 inh 3, MazEF act 2, Rv3671c protease -5, SARS 3CLpro inh 1, SSB-PriA inh -5, Y pestis TopoI -9, BH1578 lux ind -0.3, CCHFV vOTU inh -5 and PrPC TRFRET 11.
O=C(NNC1=NS(=O)(=O)c2ccccc21)c1ccccc1 was read as DUSP3 inh 13, MazEF act 9, Rv3671c protease 8, SARS 3CLpro inh 2, SSB-PriA inh -6, Y pestis TopoI 2, BH1578 lux ind inactive, CCHFV vOTU inh 4, PrPC TRFRET 9 and TcdB GH inh -8.0.
Screening Cc1cccc(C)c1NC(=O)COC(=O)C1CC1 returned MazEF act -4, Rv3671c protease 9, SSB-PriA inh -14, Y pestis TopoI 3, BH1578 lux ind -1.3, CCHFV vOTU inh -6, PrPC TRFRET -2 and TcdB GH inh -0.9.
O=C(CSc1nc2ccccc2s1)NNC(=S)Nc1ccc(Cl)cc1 was read as DUSP3 inh 4, MazEF act 3, Rv3671c protease 9, SARS 3CLpro inh 3, SSB-PriA inh -7, Y pestis TopoI 5, BH1578 lux ind -3.3, CCHFV vOTU inh -3, PrPC TRFRET 2 and TcdB GH inh 1.0.
For O=C(COc1coc(CN2CCN(Cc3ccccc3)CC2)cc1=O)Nc1ccccc1 the results were MazEF act 3, Rv3671c protease 0, SSB-PriA inh 2, Y pestis TopoI -4, BH1578 lux ind 0.7, CCHFV vOTU inh 11, PrPC TRFRET 0 and TcdB GH inh 2.6.
CCOC(=O)c1ccc(NC(=O)Cn2c(=O)oc3ccccc32)cc1 was read as DUSP3 inh -2, MazEF act 1, Rv3671c protease 1, SARS 3CLpro inh -1, SSB-PriA inh -13, Y pestis TopoI -15, BH1578 lux ind inactive, CCHFV vOTU inh 10, PrPC TRFRET 7 and TcdB GH inh 0.3.
Screening CNc1oc(C)nc1S(=O)(=O)c1ccccc1 returned DUSP3 inh 10, MazEF act 2, Rv3671c protease -4, SARS 3CLpro inh 0, SSB-PriA inh -19, Y pestis TopoI -6, CCHFV vOTU inh -5 and PrPC TRFRET -3.
For O=C(O)CC/C(=N/NC(=O)CNC(=O)c1ccc2c(c1)OCCO2)c1ccccc1 the results were DUSP3 inh 8, MazEF act 15, Rv3671c protease 3, SARS 3CLpro inh 0, Y pestis TopoI 3, BH1578 lux ind 0.3, CCHFV vOTU inh 6, PrPC TRFRET -6 and TcdB GH inh 0.8.
For OC1CCC(Nc2ncnc3sccc23)CC1 (stereo unspecified) the results were DUSP3 inh -3, MazEF act 3, Rv3671c protease -5, SARS 3CLpro inh -2, SSB-PriA inh -3, Y pestis TopoI -3, BH1578 lux ind -2.8, CCHFV vOTU inh -3, PrPC TRFRET -1 and TcdB GH inh 1.8.
`COc1cc(OC)cc(C(=O)NC(C(=O)NCCc2ccccn2)C(C)C)c1` (stereo unspecified) gave MazEF act 1, Rv3671c protease 7, SSB-PriA inh -1, Y pestis TopoI 7, BH1578 lux ind inactive, CCHFV vOTU inh 9, PrPC TRFRET 5 and TcdB GH inh 0.1.
Cc1[nH]c2ccc(C(=O)NCc3ccccn3)cc2c1C was read as DUSP3 inh 13, MazEF act 6, Rv3671c protease 0, SARS 3CLpro inh -1, SSB-PriA inh -11, Y pestis TopoI 1, BH1578 lux ind inactive, CCHFV vOTU inh -3, PrPC TRFRET -10 and TcdB GH inh 0.0.

Reprinted from the part before: 3 compounds; new compounds follow.
For OC1CCC(Nc2ncnc3sccc23)CC1 (stereo unspecified) the results were DUSP3 inh -3, MazEF act 3, Rv3671c protease -5, SARS 3CLpro inh -2, SSB-PriA inh -3, Y pestis TopoI -3, BH1578 lux ind -2.8, CCHFV vOTU inh -3, PrPC TRFRET -1 and TcdB GH inh 1.8.
`COc1cc(OC)cc(C(=O)NC(C(=O)NCCc2ccccn2)C(C)C)c1` (stereo unspecified) gave MazEF act 1, Rv3671c protease 7, SSB-PriA inh -1, Y pestis TopoI 7, BH1578 lux ind inactive, CCHFV vOTU inh 9, PrPC TRFRET 5 and TcdB GH inh 0.1.
Cc1[nH]c2ccc(C(=O)NCc3ccccn3)cc2c1C was read as DUSP3 inh 13, MazEF act 6, Rv3671c protease 0, SARS 3CLpro inh -1, SSB-PriA inh -11, Y pestis TopoI 1, BH1578 lux ind inactive, CCHFV vOTU inh -3, PrPC TRFRET -10 and TcdB GH inh 0.0.
Screening CCc1cccc(CC)c1NC(=O)COC(=O)C1(C)CC1(Cl)Cl (stereo unspecified) returned DUSP3 inh 2, MazEF act 7, Rv3671c protease 1, SARS 3CLpro inh 0, SSB-PriA inh -5, Y pestis TopoI 3, BH1578 lux ind -0.3, CCHFV vOTU inh -2, PrPC TRFRET 7 and TcdB GH inh 2.1.
CC1CCCCC1NS(=O)(=O)c1ccc2c(c1)CCC(=O)N2 (stereo unspecified) was read as MazEF act 8, Rv3671c protease -3, SSB-PriA inh -5, Y pestis TopoI 6, BH1578 lux ind -2.5, CCHFV vOTU inh -3, PrPC TRFRET -1 and TcdB GH inh 0.5.
Screening C/C=C/c1ccc(OCCNCc2ccccc2)c(OC)c1 returned DUSP3 inh 14, MazEF act -1, Rv3671c protease 2, SARS 3CLpro inh -2, SSB-PriA inh 10, Y pestis TopoI -4, BH1578 lux ind 0.3, CCHFV vOTU inh -1, PrPC TRFRET 3 and TcdB GH inh 0.1.
Screening Cc1ccc(-c2nn(-c3ccccc3)cc2CN(Cc2ccccc2)C(=O)c2ccco2)o1 returned DUSP3 inh 18, MazEF act -2, Rv3671c protease -17, SARS 3CLpro inh -2, SSB-PriA inh 29, Y pestis TopoI -5, BH1578 lux ind -0.2, CCHFV vOTU inh 3 and PrPC TRFRET 9.
`COc1ccc(C(C#N)N2CCC(c3ccccc3)=N2)cc1` (stereo unspecified) gave DUSP3 inh -12, MazEF act 5, Rv3671c protease -2, SARS 3CLpro inh -5, SSB-PriA inh -11, Y pestis TopoI -2, BH1578 lux ind 0.5, CCHFV vOTU inh -6, PrPC TRFRET 5 and TcdB GH inh 0.1.
`COc1ccccc1CNC(=O)CS(=O)(=O)c1ccccc1` gave DUSP3 inh 24, MazEF act 8, Rv3671c protease -10, SARS 3CLpro inh -3, SSB-PriA inh 6, Y pestis TopoI 3, BH1578 lux ind -0.6, CCHFV vOTU inh 6, PrPC TRFRET -4 and TcdB GH inh 0.0.
`CCc1ccc(NC(=S)N2CCN(c3cccc(C(F)(F)F)c3)CC2)cc1` gave DUSP3 inh 41, MazEF act 5, Rv3671c protease -1, SARS 3CLpro inh 3, SSB-PriA inh -13, Y pestis TopoI 0, BH1578 lux ind -2.9, CCHFV vOTU inh 3 and PrPC TRFRET 0.
O=C(c1cc(-c2cccc(O)c2)on1)N1CCCCC1 was read as DUSP3 inh 11, MazEF act 3, Rv3671c protease 9, SARS 3CLpro inh -3, SSB-PriA inh -9, Y pestis TopoI 2, BH1578 lux ind -0.2, CCHFV vOTU inh 0, PrPC TRFRET -1 and TcdB GH inh 1.8.
`COc1cc(-c2cc(NC=O)c3ncc(-c4ccc(C(C)=O)cc4)n3c2)ccc1O` gave Y pestis TopoI 7, BH1578 lux ind inactive, CCHFV vOTU inh 11, PrPC TRFRET -17 and TcdB GH inh -5.5.
Screening CC(=O)CSc1nc(C(F)(F)F)cc(=O)n1-c1ccccc1 returned DUSP3 inh 0, MazEF act -1, Rv3671c protease 8, SARS 3CLpro inh -2, SSB-PriA inh -10, Y pestis TopoI 0, BH1578 lux ind inactive, CCHFV vOTU inh -3 and PrPC TRFRET 4.
For COc1ccc(C2=NN(CC(=O)Nc3cc(C)ccc3C)C(=O)CC2)cc1 the results were DUSP3 inh -24, MazEF act 8, Rv3671c protease 14, SARS 3CLpro inh 4, SSB-PriA inh 10, Y pestis TopoI -4, BH1578 lux ind -0.4, CCHFV vOTU inh 13, PrPC TRFRET -4 and TcdB GH inh -2.7.
`C#CCNC(=O)C1=C[C@@H](c2ccc3c(c2)OCO3)[C@H](CCCO)[C@@H](OCC)O1` gave DUSP3 inh 7, MazEF act 11, Rv3671c protease -3, SARS 3CLpro inh 5, SSB-PriA inh -6, Y pestis TopoI 12, BH1578 lux ind -0.6, CCHFV vOTU inh -14, PrPC TRFRET 7 and TcdB GH inh 1.4&0.9.
COc1cc2c3c([nH]c2cc1F)C(=O)NCC3 was read as MazEF act 9, Rv3671c protease 5, SSB-PriA inh -2, Y pestis TopoI -9, BH1578 lux ind inactive, CCHFV vOTU inh -29, PrPC TRFRET -4 and TcdB GH inh 2.1.
For O=C(c1ccccc1)C1C(c2ccccc2)C1[N+](=O)[O-] (stereo unspecified) the results were DUSP3 inh 20, MazEF act 6, Rv3671c protease -1, SARS 3CLpro inh -1, SSB-PriA inh -4, Y pestis TopoI -8, BH1578 lux ind -0.6, CCHFV vOTU inh -9, PrPC TRFRET -7 and TcdB GH inh 1.7.

This is a subset (hit frequency here may not be typical).
